# From PubChem
# FXN GAA850 act: activators of GAA850 frataxin (FXN) promoter; HEK293 lucGAA850 FXN promoter luciferase reporter, 24 h; percent of 10 µM SAHA response; activation, % at 6 µM; 360,000 compounds, 0.56% hits; AID 540364;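 active = activation above the average of all compounds screened plus 3 SD, cutoff fixed separately per campaign, cut at about 7.5% in these data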;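 also: 0% = DMSO wells and 100% = 10 µM SAHA wells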
# DAX1 inh-1: DAX1 (NR0B1) inhibition, primary screen; HEK293T StAR-luciferase reporter, SF-1/DAX-1 repression relief; 370,000 compounds, 1.1% hits; inhibition, % at 6.8 µM; AID 652010;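 active = inhibition above the mean over all tested compounds plus 3 SD, cut at about 3.6% in these data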;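 also: 0% = DAX-1 cells with DMSO and 100% = cells lacking DAX-1 with DMSO; higher inhibition means more luminescence from relief of DAX-1 repression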
# ADAM17 inh: inhibitors of human ADAM17. recombinant ADAM17, EDANS/DABCYL FRET peptide cleavage. inhibition, % at 6.95 µM. 370,000 compounds, 0.83% hits. AID 720648;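 active = inhibition above the mean of compounds lying between control limits plus 3 SD, set per campaign, cut at about 8.5% in these data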;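 also: 0% = DMSO-only wells as the low control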
# GC-A act: GC-A (human) enzyme activation | activation, % at 10 µM | 370,000 compounds, 0.14% hits | AID 1671463 | P16066 | HEK293 GC-A cells, cGMP TR-FRET, EC30 ANP; 0% at EC30 ANP, 100% saturating ANP; in the data active = activation above about 40%
# ADAM10 inh: inhibits human ADAM10. recombinant ADAM10, EDANS/DABCYL FRET peptide cleavage, 3 h. inhibition, % at 7 µM. 370,000 compounds, 0.62% hits. AID 720582;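 active = inhibition above a per-campaign cutoff equal to the mean of compounds falling between control-based bounds plus 3 SD, cut at about 20% in these data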;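 also: 0% = DMSO wells while the 100% control is not disclosed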
# Target sequence (O14672 214-748 limits assumed): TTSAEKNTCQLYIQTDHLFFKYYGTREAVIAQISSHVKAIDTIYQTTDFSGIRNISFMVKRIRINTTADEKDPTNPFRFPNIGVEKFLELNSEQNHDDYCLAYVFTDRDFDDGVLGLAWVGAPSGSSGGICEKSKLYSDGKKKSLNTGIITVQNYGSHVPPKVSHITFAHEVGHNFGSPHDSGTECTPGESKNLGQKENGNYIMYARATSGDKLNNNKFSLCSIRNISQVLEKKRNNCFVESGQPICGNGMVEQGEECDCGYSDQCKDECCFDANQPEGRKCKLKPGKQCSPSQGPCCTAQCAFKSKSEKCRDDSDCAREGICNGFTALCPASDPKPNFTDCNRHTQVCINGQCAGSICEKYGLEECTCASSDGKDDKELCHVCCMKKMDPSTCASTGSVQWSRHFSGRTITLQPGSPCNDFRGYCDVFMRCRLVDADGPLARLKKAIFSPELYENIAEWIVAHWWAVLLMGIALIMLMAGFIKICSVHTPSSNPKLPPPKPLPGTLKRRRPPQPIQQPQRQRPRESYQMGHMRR
# SMARCA2 act: activators of SMARCA2 function; activation, % at 9.1 µM; 370,000 compounds, 1% hits; MG213 cells, MMTV-luciferase reporter, dexamethasone, overnight; in the data active = activation above about 7.8%;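 also: 0% = vehicle wells and 100% = reference activator wells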
# ssDAF-12 act: S. stercoralis DAF-12 activation, primary screen | activation, % at 6.8 µM | HEK293 ssDAF-12/GRIP1 lit1-tk-luc reporter, luminescence; % of 3 µM dafachronic acid response | AID 652126 | 370,000 compounds, 1% hits;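 active = activation above the mean over all tested compounds plus 3 SD, cut at about 0.9% in these data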;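 also: 0% = DMSO-only wells and 100% = 3 µM delta7-dafachronic acid wells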
# PG9 Ab binder: PG9 antibody binding by small molecule; TR-FRET gp120-PG9 antibody binding; inhibition, % at 6.7 µM; 360,000 compounds, 0.43% hits; AID 624416; in the data active = inhibition above about 8.5%
# hgDAF-12 ag: agonists of H. glycines DAF-12 nuclear receptor | HEK293 GAL4-hgDAF12 UAS-luciferase reporter, agonist luminescence; normalized to butyrate control | activation, % at 6.8 µM | 370,000 compounds, 1.8% hits | AID 687014;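 active = activation above a cutoff set at the mean of all screened compounds plus 3 SD, cut at about 10% in these data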;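 also: 0% = DMSO wells and 100% = sodium butyrate wells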
# DAX1 inh-2: inhibitors of human orphan nuclear receptor DAX1 (NR0B1); 340,000 compounds, 0.99% hits; inhibition, % at 6.75 µM; AID 504766; HEK293 Gal4-DAX1 luciferase reporter, luminescence;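 active = inhibition above the mean over all tested compounds plus 3 SD, cut at about 4.2% in these data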;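 also: 0% = DAX1-transfected cells with DMSO and 100% = empty-vector control cells with DMSO; inhibition shows as a rise in luminescence from relieved DAX1 repression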
# Target sequence (P51843 207-470 limits assumed): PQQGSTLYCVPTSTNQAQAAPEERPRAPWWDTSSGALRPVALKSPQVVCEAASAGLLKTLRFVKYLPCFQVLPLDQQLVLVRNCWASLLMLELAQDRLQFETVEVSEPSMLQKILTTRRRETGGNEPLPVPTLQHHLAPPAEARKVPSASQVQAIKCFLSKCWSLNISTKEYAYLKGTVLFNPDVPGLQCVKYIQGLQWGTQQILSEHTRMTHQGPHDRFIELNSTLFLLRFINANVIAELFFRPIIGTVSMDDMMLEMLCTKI
# hcDAF-12 act: activates DAF-12 receptor from parasite H. contortus | HEK293 hcDAF-12 lit1-tk-luc reporter, luminescence; 0% DMSO, 100% Δ7-dafachronic acid | activation, % at 6.8 µM | 370,000 compounds, 1.4% hits;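 active = activation above the mean of all tested compounds plus 3 SD, cut at about 5.5% in these data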;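 also: 100% = response to 3 µM Δ7-dafachronic acid high control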
# * = called active by the depositor; i = inactive; . = not tested or not shown. Rows were taken by chance; overall some 6.8% were active at least once.
SMILES,FXN GAA850 act,DAX1 inh-1,ADAM17 inh,GC-A act,ADAM10 inh,SMARCA2 act,ssDAF-12 act,PG9 Ab binder,hgDAF-12 ag,DAX1 inh-2,hcDAF-12 act
CCOC(=O)C(C)Sc1nc2c(c(=O)[nH]c(=O)n2C)n1CCc1ccccc1 (stereo not given),0.8,0.8,-4,-7,-1,1,-1.0,-3.3,0.8,1.1,-0.4
CCOC(=O)CSc1nnc(CNc2cccc(Cl)c2)n1-c1ccccc1,1.0,-1.4,2,-34,3,-3,-1.1,0.0,2.1,0.2,-0.1
Cc1ccc(NC(=O)Cn2nnc(C(=O)Nc3ccc(C)c(C)c3)c2N)cc1,0.5,-0.9,3,14,6,3,-1.3,-0.8,4.7,0.5,-1.1
CC12CCC(=O)N1C(C(=O)OCC(=O)Nc1cc(S(=O)(=O)N3CCCCC3)ccc1Cl)CS2 (stereo not given),2.0,-0.1,-1,0,4,-3,-1.7,-0.3,-3.9,0.5,-1.6
Cc1ccc(S(=O)(=O)NC(C)C(=O)Nc2ccc(C(N)=O)cc2)cc1 (stereo not given),1.3,0.2,-3,-1,-5,-4,-1.3,-0.8,1.4,1.3,-0.3
CCCCN(C(=O)CC1CCCCC1)c1c(N)n(CC(C)C)c(=O)[nH]c1=O,1.5,1.5,-4,-3,-9,1,-0.5,1.3,-4.0,0.3,-1.2
CC(=O)/C=C\c1ccc(OC(=O)c2cccnc2)cc1,0.1,-0.6,-3,-3,6,-1,-0.9,-0.7,-3.6,-0.6,-0.6
COc1ccc(NC(=O)CN(c2ccccc2)S(=O)(=O)N(C)C)cc1Cl,-1.1,-0.1,0,-1,13,-3,-1.6,-2.2,-3.0,2.3,-0.5
CCOC(=O)Cc1cc(=O)n2[nH]c(C)c(-c3ccc(OC)cc3)c2n1,2.1,0.0,-4,49*,-6,-1,-1.0,-6.6,-1.5,0.7,0.0
O=c1oc2ccccc2c2c1ncn2-c1ccccc1,2.8,0.0,-6,-5,-7,-1,-1.2,-1.7,-0.5,-0.2,-3.0
CC(OC(=O)CCN=C1NS(=O)(=O)c2ccccc21)C(=O)Nc1ccc(F)cc1Cl (stereo not given),0.1,-0.9,-3,1,-7,0,-1.2,-1.2,-2.1,-0.4,-1.8
COc1ccccc1OCCOc1ccc(C(=O)c2ccccc2)cc1,2.1,-0.3,6,5,13,-1,0.3,1.2,-0.2,0.7,2.8
O=C(Nc1sc2c(c1C(=O)O)CCC2)c1cccs1,6.5,0.5,-2,1,3,3,-0.8,0.1,3.6,1.5,5.7*
CCOc1ccc(CCNC(=O)Cn2ccc3cc(S(=O)(=O)N4CCCC4)ccc32)cc1,-2.3,-2.4,2,-5,2,-2,-1.4,1.6,-2.6,-0.8,-2.3
COC1=C[C@H](C(=O)NC2CCN(Cc3ccccc3)CC2)C(C)C(c2ccccc2)CC1=O (stereo not given in full),.,1.0,-4,3,-7,-2,-1.3,.,2.0,.,-0.1
CS(=O)(=O)Nc1cccc(C2=NN(S(C)(=O)=O)C(c3ccccc3)C2)c1 (stereo not given),2.5,-0.2,5,1,-1,-5,-1.1,-2.4,7.7,2.4,0.5
CC(C)C1Nc2ccc(C(=O)O)cc2C2C=CCC21 (stereo not given),0.9,-0.6,-7,-2,-11,-5,-1.2,-1.0,-3.0,0.3,-0.6
COC(=O)[C@]1(Cc2ccccc2)N[C@H](CN(C)C(=O)Nc2ccc(F)cc2)[C@@H]2C(=O)N(Cc3ccccc3)C(=O)[C@@H]21,-7.4,-0.6,3,-8,-24,-5,-1.2,-1.1,1.9,0.3,-2.0
CCc1cc2c(=O)n(CC(=O)NC3CCCCC3)cnc2s1,0.2,0.3,-3,4,-42,-1,-1.3,-2.4,-1.4,1.0,0.1
CCOCCCNC(=O)C1CCN(S(=O)(=O)c2ccc3nc4c(c(C(=O)O)c3c2)CCCCC4)CC1,-0.4,0.2,-3,0,-12,-2,-0.6,-0.9,1.4,1.7,-0.6
COCCNC(=O)/C(C#N)=C/c1ccc(-c2ccc(OC)cc2[N+](=O)[O-])o1,1.0,0.1,-4,-2,-9,-1,-1.3,-2.0,-0.3,-0.8,-1.1
CC(=O)Nc1nc2ccc(NC(=O)c3ccco3)cc2s1,4.2,0.9,-2,-1,-6,0,-0.7,0.8,3.8,-0.4,0.7
Oc1c(C(c2ccccc2)N2CCCCC2)sc2ncnn12 (stereo not given),1.3,0.5,0,-1,-2,0,-1.4,-0.7,0.0,0.2,1.3
Cc1ccccc1-n1c(C)cc(/C=C2/C(=N)N3C(c4ccccc4)=CSC3=NC2=O)c1C,-0.2,0.6,-5,1,-13,-4,-1.2,-2.6,2.4,-0.5,-1.4
COc1cc2c(cc1NC(=O)COC(=O)[C@@H](NS(=O)(=O)c1cccc(Cl)c1)C(C)C)oc1ccccc12,1.1,-0.4,8,-4,18,-1,-0.7,-1.4,2.1,-0.6,2.1
COC(=O)c1ccccc1NC(=O)COC(=O)CO/N=C(\C)c1ccc2c(c1)OCO2,2.0,-0.8,-4,-2,-6,-2,-0.6,0.9,-0.4,-0.2,0.3
COc1ccc(C(=O)NC2CCN(C(=O)Nc3ccc(F)cc3)CC2)cc1,0.8,-0.4,-7,4,-7,-2,-0.9,0.2,-1.9,3.8,2.7
O=C(/C=C/c1ccccc1Cl)NCc1ccccc1,-0.5,-0.6,-1,1,7,11*,-1.3,-1.9,2.9,0.1,-0.7
COc1ccc(C2=NS(=O)(=O)N(C)C(C(=O)N3CCCCC3C)=C2)cc1 (stereo not given),0.7,-1.1,-11,5,-50,2,-1.3,1.5,-1.2,0.1,-1.1
COc1ccc(NC(=O)c2ccccc2NC(=O)c2cccs2)cc1,0.7,-0.2,1,-3,1,-1,-1.3,-2.5,3.2,-0.4,-2.6
Cn1cnnc1SCc1ccccc1,-0.6,-0.1,-4,3,0,0,-1.2,0.8,1.6,2.5,-1.2
CCCC(=O)C1=C(O)C(c2cccc(Oc3ccccc3)c2)CCC1=O (stereo not given),-0.7,-0.4,0,2,2,-2,-0.5,-1.7,-0.4,-0.5,-2.4
COC(=O)[C@]12C[C@H](CC(=O)NCC3CCCCC3)C(=O)N(CCC3=CCCCC3)C1=C[C@H](C(C)C)O[C@@H]2C1CC1,.,1.2,-5,-1,-6,0,-1.5,.,1.9,.,2.6
Cc1nc(NC(=O)CSc2nnc(-c3ccncc3)n2C)sc1C,2.4,0.3,1,-2,0,-3,-1.0,-4.0,0.3,0.1,-1.3
Cc1cc(C(O)c2ncc(-c3ccc(Oc4ccccc4)cc3)[nH]2)ccc1F (stereo not given),0.2,1.1,13*,4,21*,-3,-1.4,-1.4,0.0,.,0.1
COc1ccccc1CCNC(=O)c1ccc(NC(=O)CC2SC(N3CCCCC3)=NC2=O)cc1 (stereo not given),-2.2,0.5,-3,4,-10,-3,-0.6,1.0,-1.9,0.8,-0.2
Cc1c2n(c3ccccc13)CCN(C)C2,-0.2,-0.1,-11,1,-46,0,0.3,-0.4,1.3,1.1,2.5
CCOC(=O)c1c(NC(=O)c2cc(C)oc2C)sc(C(=O)Nc2ccc(Cl)cc2)c1C,2.9,0.9,-2,0,0,-3,-0.1,3.6,4.3,1.3,0.1
CCCCNC(=O)c1ccc2c(c1)C(=O)N(Cc1ccncc1)C2=O,-0.6,-0.6,-4,-1,-3,-2,-0.6,-2.5,-1.6,1.1,-2.6
COc1cccc(/C=N/N2C(=O)CSC2=S)c1O,1.9,0.6,0,0,-1,-2,-1.2,-4.7,-1.0,1.5,0.9
COc1ccccc1-c1nnc(Sc2nc([N+](=O)[O-])nn2C)o1,-13,-3.5,-3,6,4,-5,-1.9,-2.2,-3.5,-4.0,-0.8
COc1ccc(C2N(C(=O)CN3CCOCC3)CCN2S(=O)(=O)c2ccccc2)cc1 (stereo not given),-0.7,-0.9,-6,1,-3,-3,-0.3,1.1,-2.4,-1.8,-2.1
COC(=O)c1c(NC(=O)CN2CCN(c3ncccn3)CC2)sc(C(N)=O)c1C,1.5,-1.1,-6,4,-4,-3,0.7,-0.5,-1.8,0.2,2.8
COc1ccccc1NC(=O)Cc1nnc(SCC(=O)Nc2ccc(F)cc2F)n1C,1.3,0.1,-6,-3,-4,-2,-1.4,0.6,-1.1,1.6,-1.7
COC(=O)c1c(C(=O)OC)c(-c2ccc(F)cc2)n2c1CSC2,4.2,-0.3,-5,-6,-10,-1,-1.0,1.6,-3.3,0.2,0.8
COc1ccc2[nH]c3c(=O)n(/N=C/[C@H]4C(C)C=C(C)CC4C)c(=O)[nH]c3c2c1 (stereo not given in full),-6.0,-0.1,-224,5,i,-1,-1.5,-0.1,0.2,0.4,0.0
O=C(O)Cn1c(=O)cnc2ccccc21,-1.3,0.4,-23,0,-145,-4,-1.1,-0.6,0.4,0.3,-0.1
CCc1noc(C)c1C(=O)N1CCCC(CCC(=O)NCc2ccc(F)c(F)c2)C1 (stereo not given),0.2,-0.8,-3,2,-2,2,-1.9,-0.6,2.8,0.1,-0.5
Cc1cc(C)c2[nH]c(=O)c(CN(Cc3ccccc3)C(=S)NCCCN(C)C)cc2c1,-1.9,1.4,-11,-34,-28,0,-0.6,0.7,-0.6,0.3,-0.6
COC(=O)c1ccc(N/C(C)=C/C(=O)c2ccc(C)o2)cc1,0.4,0.2,-3,2,2,0,-0.5,-1.0,1.4,2.1,0.4
CC(C)NC(=O)Nc1cccc2c1O[C@H](CN(C)S(C)(=O)=O)[C@@H](C)CN([C@H](C)CO)C2=O,0.2,0.0,-3,2,-5,-2,-0.7,0.2,-1.0,-0.4,-0.8
O=C(Oc1ccc(Cl)cc1)c1ccc(N2CCOCC2)c([N+](=O)[O-])c1,2.0,0.3,0,8,7,2,-0.3,-1.8,4.0,-0.3,0.4
O=C(COc1ccc(Cl)cc1)NCCNc1ccc([N+](=O)[O-])cc1,0.2,-0.5,0,-7,3,0,-1.2,-1.3,0.7,0.8,-2.2
CC(=O)Cn1ncc(N(C)Cc2ccccc2)c(Cl)c1=O,2.7,0.3,-2,1,-2,3,-0.6,-2.5,5.5,0.6,2.9
NC(=O)c1ncn([C@@H]2O[C@H](C(=O)N3CCCN(Cc4ccccc4F)CC3)[C@@H](O)[C@H]2O)n1,.,0.1,-1,6,-3,0,-0.7,0.1,-1.2,.,0.1
O=CNCCCc1nc2ccccc2n1CCc1ccccc1,-0.8,0.4,-3,0,2,-1,-1.3,-1.0,0.1,0.9,-1.4
CCCCCCN1C[C@@H](O)[C@H](n2cc(COC(=O)c3ccccc3)nn2)C[C@@H]1c1ccc(OC)cc1,-1.9,-0.1,7,-2,6,-7,-0.6,-1.9,-2.7,1.5,-1.3
